Screens as filed in PubChem.
CIT2 TOR yeast: yeast TOR pathway CIT2-GFP modulation. S. cerevisiae CIT2-GFP strain, flow cytometry, 3 h; 100 means same as DMSO wells. GFP response vs DMSO, % at 10 µM. 320,000 tested, 0.065% active;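 active = GFP response relative to DMSO above a set limit, near the screen mean plus 3 SD, cut at about 150% in these data; inconclusive = Fewer than 70 cells measured for a yeast strain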;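 also: ratio of well median GFP fluorescence to mean of DMSO wells on the plate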
GRK2 aptamer HTS: blocks RNA aptamer binding to human GRK2 | P25098 | bead flow cytometry, FAM-aptamer displacement from GRK2 | inhibition of aptamer binding, % at 10 µM | 330,000 tested, 0.59% active | AID 488847;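 active = inhibition of aptamer binding above 40%, roughly 3 SD of noise, on plates passing a quality check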;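 also: median bead fluorescence of bound FAM aptamer so fluorescent compounds give negative values; no value below 0 was filed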
Target sequence (P25098 whole entry, looked up): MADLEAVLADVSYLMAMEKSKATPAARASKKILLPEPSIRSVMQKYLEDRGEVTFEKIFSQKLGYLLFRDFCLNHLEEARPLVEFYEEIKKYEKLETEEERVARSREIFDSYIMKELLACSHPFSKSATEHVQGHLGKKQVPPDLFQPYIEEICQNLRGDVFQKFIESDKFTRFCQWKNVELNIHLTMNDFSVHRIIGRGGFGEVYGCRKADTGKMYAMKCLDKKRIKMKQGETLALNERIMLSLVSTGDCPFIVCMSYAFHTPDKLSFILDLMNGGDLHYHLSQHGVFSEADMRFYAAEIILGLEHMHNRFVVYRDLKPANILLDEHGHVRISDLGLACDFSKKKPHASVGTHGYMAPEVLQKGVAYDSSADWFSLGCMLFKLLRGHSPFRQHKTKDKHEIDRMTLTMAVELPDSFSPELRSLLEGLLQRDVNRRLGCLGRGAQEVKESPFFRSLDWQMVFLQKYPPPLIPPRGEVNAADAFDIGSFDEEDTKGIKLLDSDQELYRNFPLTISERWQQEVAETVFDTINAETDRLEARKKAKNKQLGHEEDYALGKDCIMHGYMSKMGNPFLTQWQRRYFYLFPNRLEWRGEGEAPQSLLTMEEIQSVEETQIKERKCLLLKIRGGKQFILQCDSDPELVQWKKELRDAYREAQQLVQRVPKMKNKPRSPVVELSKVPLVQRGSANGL
VLA-4 inh: inhibition in a human VLA-4 binding assay; inhibition, % (about 7 µM as worked out from the volumes in the protocol); 330,000 tested, 0.2% active; P13612; AID 2557; VLA-4 expressing cells, ligand binding flow cytometry; in the data active = inhibition above about 50%
MEP2 TOR yeast: yeast TOR pathway MEP2-GFP modulation. S. cerevisiae MEP2-GFP strain, flow cytometry GFP, 3 h; 100% = DMSO control level. GFP response vs DMSO, % at 10 µM. 330,000 tested, 0.51% active;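 active = GFP response versus DMSO above a set limit, roughly screen mean plus 3 SD, cut at about 180% in these data; inconclusive = fewer than 70 cells counted for a yeast strain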;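 also: median GFP fluorescence of the barcode-gated MEP2-GFP cells per well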
GASC-1 inh: inhibitors of human GASC-1 (JMJD2C) demethylase. GST-JMJD2C(1-420) H3K9me3 demethylation, DELFIA europium. inhibition, % at 2.35 µM. 330,000 tested, 0.069% active;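 active = more than half of a compound's replicate wells show inhibition beyond 50%, single wells judged on their own value; inconclusive = some, but no more than half, of replicates pass 50% inhibition; inactive = no replicate passes 50% inhibition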;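 also: signal counts dimethyl H3K9 product captured on neutravidin plate; 0% = median of DMSO wells and 100% = 0.3 times that DMSO median; strong numbers were not always called active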
Target sequence (Q9H3R0 1-420 limits assumed): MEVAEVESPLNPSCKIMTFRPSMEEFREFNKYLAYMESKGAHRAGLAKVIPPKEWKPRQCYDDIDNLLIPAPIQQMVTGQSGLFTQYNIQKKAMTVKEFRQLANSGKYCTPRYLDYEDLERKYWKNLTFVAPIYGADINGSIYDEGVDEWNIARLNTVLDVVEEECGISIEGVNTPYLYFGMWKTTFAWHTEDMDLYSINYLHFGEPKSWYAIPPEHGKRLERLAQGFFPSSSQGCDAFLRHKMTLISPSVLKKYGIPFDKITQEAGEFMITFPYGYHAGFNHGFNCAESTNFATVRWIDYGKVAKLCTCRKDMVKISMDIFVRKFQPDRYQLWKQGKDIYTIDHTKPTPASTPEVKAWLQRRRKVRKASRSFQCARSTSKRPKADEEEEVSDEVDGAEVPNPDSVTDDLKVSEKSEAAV
AGP1 TOR yeast: modulators of TOR pathway AGP1-GFP in S. cerevisiae. 320,000 tested, 0.02% active. GFP response vs DMSO, % at 10 µM. S. cerevisiae AGP1-GFP multiplex flow cytometry, 3 h; GFP as percent of DMSO wells;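 active = GFP response relative to DMSO above a set limit, near screen average plus 3 SD, cut at about 150% in these data; inconclusive = fewer than 70 cells counted for the yeast strain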;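 also: median GFP channel fluorescence of the gated AGP1 strain per well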
RPL19A TOR yeast: yeast TOR pathway RPL19A-GFP modulation; percent response vs DMSO, % at 10 µM; AID 2025; 330,000 tested, 0.3% active; S. cerevisiae RPL19A-GFP strain, flow cytometry, 3 h; hits give low values;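 active = percent response vs DMSO below 50%; inconclusive = fewer than 70 events counted for the yeast strain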;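 also: median channel GFP fluorescence of the barcoded RPL19A-GFP strain; ratio of sample median GFP to plate DMSO average so 100% = DMSO; lower means less RPL19A-GFP as with rapamycin TOR inhibition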
LAP4-GFP MLPCN: modulators of TOR pathway LAP4-GFP in S. cerevisiae | S. cerevisiae LAP4-GFP multiplex, flow cytometry GFP, 3 h; median GFP as percent of DMSO wells | GFP response vs DMSO, % at 10 µM | 320,000 tested, 0.34% active | AID 2023;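 active = GFP response vs DMSO above a set limit, about the screen mean plus 3 SD, cut at about 150% in these data; inconclusive = under 70 cell events counted for the yeast strain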
* = called active by the depositor; i = inactive; ? = inconclusive; [ ] = remark or other dose. Outcome played no part in choosing rows; 1.7% or so of the library scored in one or more.

SMILES	CIT2 TOR yeast	GRK2 aptamer HTS	VLA-4 inh	MEP2 TOR yeast	GASC-1 inh	AGP1 TOR yeast	RPL19A TOR yeast	LAP4-GFP MLPCN
Cc1ccc(C(=O)CSc2ccc(-c3ccccc3)nn2)cc1	96	0	20	97	-24	100	110	99
COC(=O)c1sccc1NC(=O)CC1C(=O)NCCN1C(=O)Nc1cc(Cl)ccc1OC (stereo not drawn)	92	0	-4	100	-2	100	104	110
Cc1cc(OCC(=O)N(C)C)c2c(-c3ccccc3)cc(=O)oc2c1	94	0	9	102	-2	102	97	104
O=C(COc1ccc(S(=O)(=O)Nc2ccc(Cl)cc2)cc1)N1CCOCC1	95	0	-1	104	6	108	108	93
CCn1c(SCC(=O)OCc2ccccc2)nnc1-c1ccco1	112	3	-2	107	2	107	105	111
Cc1ccc(NC(=O)CCOc2ccccc2C)cc1F	86	4	0	99	4	92	97	102
CCC(CO)NCc1sccc1C (stereo not drawn)	97	3	4	122	5	112	108	107
Cc1csc2nc(CNS(=O)(=O)c3cccnc3)cn12	102	1	2	107	-1	106	96	105
O=c1[nH]c(C2CC2)nc2sc3c(c12)CCCC3	100	1	-1	107	-17	100	99	105
Nn1c(SCC(=O)NCCc2ccc(F)cc2)nnc1C1CCCCC1	93	2	9	98	-4	103	104	106
COc1ccc(C(=O)c2c3ccc(C(F)(F)F)cc3[n+]([O-])n2CCCN)cc1	96	0	8	102	1	97	96	98
COc1ccc(OCCCC(=O)OC(C)C(=O)Nc2cccc(C(C)=O)c2)cc1 (stereo not drawn)	99	0	3	104	-21	105	102	103
CCOC(=O)[C@@H](CCc1ccccc1)N[C@H](C)C(=O)N1[C@H](C(=O)O)C[C@@H]2CCC[C@@H]21	105	0	-5	97	2	93	103	105
O=C(NC1CCCC1)C(c1ccccn1)N(C(=O)c1csnn1)c1ccccc1 (stereo not drawn)	97	0	4	107	0	104	100	100
CCN(CC)S(=O)(=O)c1cccc(-c2nnc(SCCOc3ccccc3C)o2)c1	99	26	-1	94	119	102	98	100
Cc1ccsc1C=Nc1ccc(O)cc1	97	1	-11	106	5	81	100	102
NC(=O)C[C@H]1NC(=O)[C@H](CCC(=O)O)NC(=O)c2cc([N+](=O)[O-])cc(I)c2NCCC[C@@H](C(N)=O)NC1=O	98	0	-7	95	6	86	101	121
CC1=NN(c2ccc(C(=O)OC(C)C)cc2)C(=O)/C1=C\C=C\c1ccco1	107	2	5	106	18	107	104	96
O=C(Nc1c(F)cc(F)cc1Br)c1cc(S(=O)(=O)N2CCN(c3ccccn3)CC2)ccc1F	93	0	6	93	2	96	97	84
CC1CCc2nc(N)c(C#N)c(-c3cccn3C)c2C1 (stereo not drawn)	100	0	-2	98	1	97	101	99
Cc1ccc2c(c1)-c1cc(C)nn1C(c1ccc3c(c1)OCO3)N2 (stereo not drawn)	90	2	0	98	2	94	95	102
CCCCNc1ccc(C(=O)Nc2cccc(C)n2)cc1[N+](=O)[O-]	95	1	-2	96	2	90	97	99
Cc1ccc(NC(=O)c2cc([N+](=O)[O-])ccc2NCc2cccnc2)cc1Cl	126	4	9	112	5	106	99	101
Cc1ccc(-n2nnc3c(=O)n(Cc4ccccn4)cnc32)cc1C	96	0	-3	96	-3	90	92	101
O=C(Nc1ccc(OC(F)(F)F)cc1)c1ccc2nc[nH]c2c1	114	0	-5	112	5	110	109	90
Cc1[nH]nc2c1C(c1ccc(Cl)cc1)C(C#N)=C(N)O2 (stereo not drawn)	105	0	14	105	28	101	100	100
O=C(C[C@H]1C/C=C\CC[C@H](Cc2ccc(F)cc2)C(=O)OC[C@@H]2CCCN2C1=O)N[C@H](CO)Cc1ccccc1	122	1	-9	101	5	114	109	116
Cc1ccc(Cl)c(OCC(=O)Nc2ccccc2C(=O)NC2CC2)c1	84	0	-1	97	10	77	100	73
O=C(O)c1ccc(N2CCCCC2)cc1O	95	0	-10	97	-2	107	98	121
Cc1ccc(NC(=O)CN(C)C(=O)C(C)OC(=O)CNC(=O)c2ccc(Cl)c([N+](=O)[O-])c2)cc1 (stereo not drawn)	87	1	9	108	11	93	90	99
CC(C)c1ccc2nc3sc(C(=O)N4CCc5ccccc5C4)c(N)c3cc2c1	99	0	i	101	-16	104	95	109
Cc1cc(C(=O)NC(C)C2CCCO2)c(C)o1 (stereo not drawn)	107	25	-1	98	17	98	95	86
COc1cc(C(=O)Nc2cc(Cl)ccc2-n2cncn2)ccc1OC(F)F	106	0	5	103	-2	109	105	110
CN(C(=O)CSc1nnnn1C)C1(C#N)CCCCC1	101	0	7	99	5	105	102	100
CCN(CC)CCNC(=O)Cn1cnc2sc(C)c(S(=O)(=O)N3CCN(c4ncccn4)CC3)c2c1=O	107	2	1	104	2	101	98	102
CCOC(=O)[C@H]1[C@H]2COc3ccc(C)cc3[C@@H]2N2C(=O)c3ccc(C)cc3NC(=O)[C@@]12C	105	0	33	105	3	113	101	111
O=C(N/N=C/c1ccc(O)c(O)c1)C1c2ccccc2Oc2ccccc21	98	0	11	102	-46	101	95	100
C=CCC[C@@H](Cc1ccc(F)cc1)C(=O)OC[C@@H](C)NC(=O)[C@H](CC=C)CC(=O)N(CCO)Cc1ccccc1	103	0	10	99	-5	95	98	95
CC(=O)Nc1ccc(C(=O)N2CCCc3ccccc32)cc1	100	2	17	102	0	101	99	88
CCC(=O)Nc1nc(C)c(Oc2ccccc2)c(=O)[nH]1	104	0	17	108	-43	102	98	105
CCCOc1ccc(CC(=O)NCc2ccco2)cc1OC	95	0	26	105	3	103	99	93
CC(C)Nc1nc(NC(C)C)nc(SCCOC(=O)Nc2ccc(Cl)cc2Cl)n1	98	1	1	101	10	92	95	95
NC(=O)N=Nc1c2[nH]c3ccccc3nc-2c2ccccc12	68	0	-9	93	7	55	69	99
CC(C)CCn1nnnc1CN1CCN(C(c2ccccc2)c2ccccc2)CC1	90	0	-5	89	2	93	97	105
C/C(=N\NS(=O)(=O)c1ccc([N+](=O)[O-])cc1)c1c[nH]c2ccccc12	100	0	-4	104	-2	96	116	83

Reprinted from the part before: 4 entries, then new ones.
SMILES	CIT2 TOR yeast	GRK2 aptamer HTS	VLA-4 inh	MEP2 TOR yeast	GASC-1 inh	AGP1 TOR yeast	RPL19A TOR yeast	LAP4-GFP MLPCN
CC(C)Nc1nc(NC(C)C)nc(SCCOC(=O)Nc2ccc(Cl)cc2Cl)n1	98	1	1	101	10	92	95	95
NC(=O)N=Nc1c2[nH]c3ccccc3nc-2c2ccccc12	68	0	-9	93	7	55	69	99
CC(C)CCn1nnnc1CN1CCN(C(c2ccccc2)c2ccccc2)CC1	90	0	-5	89	2	93	97	105
C/C(=N\NS(=O)(=O)c1ccc([N+](=O)[O-])cc1)c1c[nH]c2ccccc12	100	0	-4	104	-2	96	116	83
CCOC(=O)c1[nH]c(C)c(/C(O)=C2\C(=O)C(=O)N(CCN(C)C)C2c2ccc(C)o2)c1C (stereo not drawn)	102	6	23	95	1	93	94	90
CC(=O)N1c2ccc(S(=O)(=O)N3CCC(C(=O)Nc4cc(C)cc(C)c4)CC3)cc2CC1C (stereo not drawn)	105	1	-4	100	-26	97	99	95
COc1ccc(C2CC(=O)c3c([nH]c(C(=O)OC(C)C)c3C)C2)cc1OC (stereo not drawn)	102	2	6	103	0	103	103	100
COc1ccc2[nH]c3nc(SCC(=O)NC4CC4)nnc3c2c1	109	0	1	95	-4	109	101	97
O=C(CSc1nncs1)NNC(=O)c1ccccc1Br	106	0	6	102	6	97	101	90
CCN1CCN(CC2COc3ccccc3O2)CC1 (stereo not drawn)	95	2	-8	89	-6	98	99	95
Cc1ccc(C(=O)OCC(=O)N2c3ccccc3NC(=O)C2(C)C)cc1S(=O)(=O)N1CCCCC1	98	8	-11	96	-3	99	96	98
Fc1ccc(-c2csc3[n+]2CCS3)cc1	108	2	-6	109	5	105	106	108
CN(C)S(=O)(=O)c1ccc(C(=O)NCC2(N3CCCCC3)CCCCC2)cc1	99	0	3	98	-10	105	100	105
CSc1ccc(/C=N/N(C)S(=O)(=O)c2ccc(C)cc2)cc1	86	4	-4	105	8	95	103	135
CC1CCCCN1C(=O)CSc1nc(N)nc(N)n1 (stereo not drawn)	89	0	-2	104	-12	96	94	107
CC(=O)Nc1ccc(NC(=O)CSc2nnc(-c3ccc(NS(C)(=O)=O)cc3)n2C)cc1C	84	1	8	106	-3	97	95	111
O=C(O)CCCNc1c(C(=O)Nc2ccc(Cl)cc2)cc([N+](=O)[O-])cc1[N+](=O)[O-]	111	2	9	118	-9	110	121	109
CCOC(=O)N1CCC(NC(=O)C(Cc2ccccc2)NC(=O)C2CCCCC2)CC1 (stereo not drawn)	106	0	-3	101	4	106	100	104
Cc1occc1C(=O)Nc1cc(C(C)(C)C)on1	93	0	24	105	7	97	101	113
NC(=O)C[n+]1cccc(C(=O)Nc2ccccc2)c1	94	0	0	99	-5	95	100	93
O=C(CCNC(=O)c1ccco1)Nc1cccc(Br)c1	99	0	-5	100	-3	110	101	115
CCOC(=O)N1CCN(S(=O)(=O)N2CCCC(C(=O)NCc3ccc(OC)cc3)C2)CC1 (stereo not drawn)	99	1	9	102	-12	91	94	86
Cc1cc(NC(=O)c2cccc([N+](=O)[O-])c2)n(-c2ccccc2)n1	102	0	9	102	7	101	105	97
Oc1ccccc1CN1CCCC(N2CCN(c3cccc(C(F)(F)F)c3)CC2)C1 (stereo not drawn)	104	0	20	99	11	101	104	84
O=C(Nc1nc2c(s1)CCCC2)c1cc(-c2ccc3c(c2)OCO3)nc2ccccc12	103	1	0	86	5	108	99	85
CCCCOc1ccc(S(=O)(=O)N2CCCCCC2)cc1	84	5	-5	95	-6	93	92	103
Cc1ccc(NC(=O)C(=O)NCc2ccco2)c(C)c1	83	3	-4	99	i	91	101	97
N#Cc1ccc(-c2csc(-c3ccno3)n2)cc1	91	1	17	95	3	84	92	103
C/C(=N\NC(=O)CSc1nc2ccccc2o1)c1ccc(O)cc1	112	1	8	106	2	112	112	111
CC1CCCCC12NC(=O)N(CC(=O)c1ccc(Cl)s1)C2=O (stereo not drawn)	105[may fluoresce green]	3	12	106[may fluoresce green]	-1	109[may fluoresce green]	102[may fluoresce green]	104[may fluoresce green]
COC(=O)c1ccc(C(=O)OC)c(NC(=O)CSCc2ccccc2Br)c1	109	2	2	105	17	105	104	105
COc1ccccc1NS(=O)(=O)c1ccc2oc(=S)[nH]c2c1	110	0	2	105	-7	104	102	109
Cc1ccccc1-n1c(SCC(=O)N2CCN(c3ccccn3)CC2)nnc1N1CCOCC1	96	1	11	102	0	97	98	96
Cn1nc(N2CCN(S(=O)(=O)c3ccccc3)CC2)c(=O)n(C)c1=O	88	0	-10	100	7	94	94	99
Cc1cccc(C(P(=O)(c2ccccc2)c2ccccc2)P(=O)(c2ccccc2)c2ccccc2)n1	104	2	-24	102	-12	100	115	102
Cc1ccc(S(=O)(=O)CCc2nnc(NC(=O)c3ccco3)s2)cc1	107	2	0	99	5	111	97	97
Cc1cccc(NC(=O)C[n+]2ccccc2)c1	?	0	-5	77[may fluoresce violet]	-4	78[may fluoresce violet]	79[may fluoresce violet]	68[may fluoresce violet]
Cc1cc(=O)oc2cc(OCc3ccc(S(=O)(=O)N4CCOCC4)cc3)ccc12	104	0	-3	108	-9	101	106	107
COc1ccc2c(c1)C1CC(C)(NC(=O)C1S(=O)(=O)c1ccc(F)cc1)O2 (stereo not drawn)	100	5	-4	94	0	97	99	96
